Screening results as filed in PubChem BioAssay.
GAA glycogen mod = alters human alpha-glucosidase cleavage of glycogen. AID 2100. recombinant GAA, glycogen substrate, Amplex Red glucose oxidase fluorescence. 0.38% of 300,000 active. P10253. Potency, µM (highest dose often 76.4 µM), for the others: top-dose activity change, negative = inhibition, hits mostly inhibitors;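 also: 0% = full enzyme reaction and -100% = no-enzyme basal signal; the screen sought inhibitors and activators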
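Recombinant enzyme (4 nM final) with compounds titrated up to 77 uM and bovine liver glycogen (30 ug) in citrate pH 5.0, 0.01% Tween-20, 37 C 40 min. Released glucose detected by Amplex Red/glucose oxidase (Ex 573/Em 610); AC50 from Hill fits.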
HTT cytoprotect = protects HTT-Q103 PC12 cells, measured by ATP; PC12 HTT-Q103 induced, cytoprotection, ATP luminescence, 40 h; Potency, µM (series often up to 56.4 µM), without a hit: cytoprotection (ATP increase), actives largely listed as activators; 0.14% of 230,000 active; AID 1471;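 also: % of control where 0% means no effect; nearly all actives have a fitted effect of over 45% in size; toxic huntingtin expression switched on by the ecdysone agonist tebufenozide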
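Quantitative HTS on tebufenozide-induced (100 nM) PC12 cells expressing HTTQ103 exon 1–GFP; compounds tested as a concentration series; survival measured via cellular ATP.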
HttQ103 aggreg = inhibitors of mutant huntingtin aggregate formation in PC12 cells; PC12 HttQ103-GFP aggregates, Acumen cytometry, 40 h; Potency, µM (top dose mostly 46.1 µM), inactives show top-dose activity change, negative = inhibition, most hits filed as inhibitors; 1.1% of 220,000 active; also: % is scaled to controls: 0 for no effect and ±100 for the full control effect; nearly all actives have a fitted effect of over 60% in size
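Quantitative HTS on tebufenozide-induced (100 nM) PC12 cells stably expressing polyQ103 Huntingtin exon 1–GFP. Reduction of bright GFP aggregates, detected by laser scanning cytometry after lysis, identified actives across the titration.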
GAA inh = inhibitors of human lysosomal alpha-glucosidase | AID 1466 | 0.005% of 200,000 active | P10253 | purified human GAA, 4-MU-alpha-glucoside fluorescence | Potency, µM (series often up to 76.9 µM), inactives show top-dose activity change, negative = inhibition, most hits filed as inhibitors;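 also: plate controls were uninhibited enzyme wells for no effect and no-enzyme background for full effect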
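Read-out is 4-methylumbelliferone fluorescence (Ex 365/Em 440 nm) after NaOH/glycine stop at pH 10. Enzyme 4 nM, substrate 400 uM, pH 5.0 citrate buffer, 20 min room temperature; AC50 from Hill-equation concentration-response.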
RGS12 GoLoco inh = blocks human Gai1 binding to RGS12 GoLoco peptide, red readout. 0.44% of 230,000 active. P63096. Potency, µM (series often up to 61.6 µM), inactives show at the top dose activity, negative = inhibition, actives largely listed as inhibitors. Gai1:RGS12 GoLoco peptide FP, rhodamine, 10 min. AID 880; active = well fitted inhibition curve with a large enough effect, not every such curve was filed as active; inactive = no such curve, though single readings can be large or run the other way; also: % is scaled to controls: 0 for no effect and ±100 for the full control effect; nearly all actives have a fitted effect of over 30% in size; many of its hits are not listed in these tables
Target sequence (P63096 whole entry, looked up): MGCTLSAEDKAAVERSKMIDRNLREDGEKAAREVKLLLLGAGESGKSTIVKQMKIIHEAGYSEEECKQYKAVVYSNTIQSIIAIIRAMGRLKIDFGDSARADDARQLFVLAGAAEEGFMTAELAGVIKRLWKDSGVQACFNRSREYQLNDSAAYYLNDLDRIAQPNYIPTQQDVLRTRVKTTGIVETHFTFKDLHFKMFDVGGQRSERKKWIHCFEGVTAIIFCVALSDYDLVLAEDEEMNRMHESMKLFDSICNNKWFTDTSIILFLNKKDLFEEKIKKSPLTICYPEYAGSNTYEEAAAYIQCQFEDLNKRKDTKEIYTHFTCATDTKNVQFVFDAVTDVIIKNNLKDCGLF
aGlu spleen mod = inhibits or activates alpha-glucosidase in human spleen homogenate. P10253. 0.006% of 240,000 active. Potency, µM (series often up to 79.9 µM), without a hit: top-dose activity change, negative = inhibition, actives largely listed as inhibitors. human spleen homogenate, 4-MU-alpha-glucoside fluorescence. AID 2112;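 also: 0% = enzyme with vehicle and -100% = no enzyme basal signal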
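Human spleen homogenate (1 ug) incubated with compounds and 1 mM 4-methylumbelliferyl-alpha-D-glucopyranoside in pH 5.0 citrate/phosphate buffer, 37 C, 40 min. Stopped at pH 10; 4-MU fluorescence (Ex 365/Em 440 nm); AC50 by Hill fit.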
IMPase Li inh = cell-permeable IMPase inhibitors with lithium potentiation | CHO-M1 cells, IP1 TR-FRET (IP-One), carbachol + lithium | Potency, µM (top dose mostly 59.4 µM), for inactives: at the highest dose activity, negative = IMPase inhibition, most hits filed as inhibitors | 0.35% of 210,000 active | AID 1457;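 also: IP1 builds up when IMPase is blocked and the TR-FRET signal falls; plate controls were basal vehicle for no effect and high inhibitor control for full effect; nearly all actives have a fitted effect of over 50% in size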
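CHO-M1, 2000 cells/well, 16–30 h culture; cpd + low Li+, 30 min 37C; lysis with d2-IP1/Eu-anti-IP1 Ab, 10 min RT; TR-FRET 665/620 ratio and 620 channel; AC50 via Hill.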
* marks the source's active call; other numbers are inactive results; [ ] = dose if it differs, or a comment. Unless noted, calls follow the shape of the dose curve; as a rule, active = well fitted curve in the direction sought with a large enough effect; inconclusive = small, poorly fitted or top-dose-only effect, or another doubt; inactive = no such curve, though single readings can be large; an effect the other way counts as inactive or inconclusive. Potency is read from the fitted curve at half-maximal effect. The list is partial. The share of hits here may be higher or lower than overall.

How did COC(=O)c1ccccc1-c1ccc(/C=C2\C(=O)N(c3ccccc3)N=C2c2ccccc2)o1 do in these assays?
GAA glycogen mod: -15%; HTT cytoprotect: -29%; HttQ103 aggreg: 23%; GAA inh: 3%; RGS12 GoLoco inh: 2%; aGlu spleen mod: -21%; IMPase Li inh: 10%[38.3 µM]

Results for CCOC(=O)C1=C(C)NC(=O)NC1c1ccoc1 (configuration not stated) ?
GAA glycogen mod: 19%; HTT cytoprotect: -6%[10 µM]; HttQ103 aggreg: -15%; GAA inh: 1%; RGS12 GoLoco inh: 1%; aGlu spleen mod: 0%; IMPase Li inh: -2%[38.3 µM]

What do the screens show for `COc1ccc(Cc2nnc(NC(C)=O)s2)cc1`?
GAA glycogen mod: 12%; HTT cytoprotect: 22%[10 µM]; HttQ103 aggreg: 21%[9.22 µM]; GAA inh: 8%; RGS12 GoLoco inh: 0%; aGlu spleen mod: -7%; IMPase Li inh: 1%

How did CC(C)=CCN1CCN(Cc2cccc3nonc23)CC1CCO (configuration not stated) do in these assays?
GAA glycogen mod: 16%; HTT cytoprotect: -30%; HttQ103 aggreg: -2%; GAA inh: -7%; RGS12 GoLoco inh: 1%; aGlu spleen mod: -32%; IMPase Li inh: 2%

What do the screens show for `Cc1c(Cl)cccc1NC(=S)NCCC(c1ccccc1)c1ccccc1`?
GAA glycogen mod: 9%; HttQ103 aggreg: 10%; GAA inh: -4%; RGS12 GoLoco inh: 9%; aGlu spleen mod: -5%; IMPase Li inh: 16%

What do the screens show for `Fc1ccccc1NC(=S)N1CCN(Cc2ccc3c(c2)OCO3)CC1`?
GAA glycogen mod: 3%; HTT cytoprotect: 3%; HttQ103 aggreg: -12%; GAA inh: -4%; RGS12 GoLoco inh: 1%; aGlu spleen mod: 9%; IMPase Li inh: -5%

Results for O=C(Cn1cnc2c(nnn2Cc2ccccc2F)c1=O)NCc1ccco1 ?
GAA glycogen mod: -3%; HTT cytoprotect: -28%; HttQ103 aggreg: 28%; GAA inh: 3%; RGS12 GoLoco inh: 5%; aGlu spleen mod: 1%; IMPase Li inh: -9%[38.3 µM]

What do the screens show for `CN1CCN(C(=O)CCc2ccc(S(=O)(=O)NC3CCCCC3)cc2)CC1`?
GAA glycogen mod: -11%; HTT cytoprotect: -48%[inhibitor]; HttQ103 aggreg: -8%; GAA inh: 0%; RGS12 GoLoco inh: 4%; aGlu spleen mod: -1%; IMPase Li inh: 0%

What do the screens show for `CCOC(=O)N1CCC(=NNC(=O)NC2CCCCC2)CC1`?
GAA glycogen mod: -14%; HTT cytoprotect: -25%; HttQ103 aggreg: 9%; GAA inh: 6%; RGS12 GoLoco inh: 18%; aGlu spleen mod: 6%; IMPase Li inh: 5%

How did CCOC(=O)N1CCN(C(=O)CSCc2nc(-c3ccccc3F)oc2C)CC1 do in these assays?
GAA glycogen mod: -5%; HTT cytoprotect: -20%; HttQ103 aggreg: -22%; GAA inh: 4%; RGS12 GoLoco inh: -9%; aGlu spleen mod: -3%; IMPase Li inh: 11%[38.3 µM]

Results for Cc1sc2nc(CN3CCC(C)CC3)nc(Cl)c2c1C ?
GAA glycogen mod: 1%; HTT cytoprotect: -6%[10 µM]; HttQ103 aggreg: -30%; GAA inh: 1%; RGS12 GoLoco inh: 3%; aGlu spleen mod: 0%; IMPase Li inh: 3%

How did CC[N+]1(CC)CC2=Cc3ccccc3CC2C1 (configuration not stated) do in these assays?
GAA glycogen mod: 1%; HTT cytoprotect: -33%[inhibitor]; HttQ103 aggreg: -12%; GAA inh: 3%; RGS12 GoLoco inh: 7%; aGlu spleen mod: 9%; IMPase Li inh: -2%

What do the screens show for `Cc1ccccc1C(=O)NC(=S)NCCC1=CCCCC1`?
GAA glycogen mod: 3%; HTT cytoprotect: 4%; HttQ103 aggreg: 14%; GAA inh: -3%; RGS12 GoLoco inh: 8%; aGlu spleen mod: -5%; IMPase Li inh: 6%

How did CCn1ccnc1CN1CCN(CC=C(C)C)C(CCO)C1 (configuration not stated) do in these assays?
GAA glycogen mod: 13%; HTT cytoprotect: 32%[10 µM]; HttQ103 aggreg: 8%[9.22 µM]; GAA inh: 0%; RGS12 GoLoco inh: 11%; aGlu spleen mod: 2%; IMPase Li inh: 1%

What do the screens show for `OC[C@@H]1[C@@H](c2ccccc2)C(c2ccccc2)=NN1c1ccccc1`?
HTT cytoprotect: -229%[inhibitor]; RGS12 GoLoco inh: 5%[88.7 µM]; aGlu spleen mod: inconclusive; IMPase Li inh: inconclusive

The last 2 entries of the section above open the next one:
How did CCn1ccnc1CN1CCN(CC=C(C)C)C(CCO)C1 (configuration not stated) do in these assays?
GAA glycogen mod: 13%; HTT cytoprotect: 32%[10 µM]; HttQ103 aggreg: 8%[9.22 µM]; GAA inh: 0%; RGS12 GoLoco inh: 11%; aGlu spleen mod: 2%; IMPase Li inh: 1%

What do the screens show for `OC[C@@H]1[C@@H](c2ccccc2)C(c2ccccc2)=NN1c1ccccc1`?
HTT cytoprotect: -229%[inhibitor]; RGS12 GoLoco inh: 5%[88.7 µM]; aGlu spleen mod: inconclusive; IMPase Li inh: inconclusive

How did COc1ccc(-n2c(Cn3c(=O)sc4ccccc43)nnc2SCC(N)=O)cc1 do in these assays?
GAA glycogen mod: 10%; HTT cytoprotect: -1%; HttQ103 aggreg: -8%; GAA inh: -6%; RGS12 GoLoco inh: 0%; aGlu spleen mod: 0%; IMPase Li inh: 1%[38.3 µM]

How did Oc1c(CN2CCOCC2)ccc2ccccc12 do in these assays?
GAA glycogen mod: inconclusive; HTT cytoprotect: 5%[10 µM]; HttQ103 aggreg: -5%[9.22 µM]; GAA inh: 5%; RGS12 GoLoco inh: 4%; aGlu spleen mod: -3%; IMPase Li inh: 6%

What do the screens show for `CC(=O)Nc1ccc(NC(=O)c2ccc(NS(=O)(=O)c3cc(C(C)(C)C)cc(C)c3C)cc2)cc1`?
GAA glycogen mod: 1%; HttQ103 aggreg: 19%; GAA inh: 5%; RGS12 GoLoco inh: -16%; aGlu spleen mod: -11%; IMPase Li inh: -5%

How did O=C(c1ccc(OC2CCN(C(=O)c3cccnc3)CC2)cc1)N1CCCCCC1 do in these assays?
GAA glycogen mod: -10%; HTT cytoprotect: -23%; HttQ103 aggreg: inconclusive; GAA inh: 5%; RGS12 GoLoco inh: 2%; aGlu spleen mod: -24%; IMPase Li inh: 5%

Results for Cc1ccccc1-n1cc(CNCc2c(C(=O)N(C)C)nc3ccc(Cl)cn23)cn1 ?
GAA glycogen mod: 6%; HTT cytoprotect: -5%[10 µM]; HttQ103 aggreg: 13%[9.22 µM]; GAA inh: 5%; RGS12 GoLoco inh: 5%; aGlu spleen mod: -3%; IMPase Li inh: 11%

Results for Cc1ccc(NC(=O)O/N=C2\CCCCC2c2ccc([N+](=O)[O-])cc2[N+](=O)[O-])cc1 (configuration not stated) ?
GAA glycogen mod: -3%; HTT cytoprotect: -15%; HttQ103 aggreg: 22%; GAA inh: 3%; RGS12 GoLoco inh: 1%; aGlu spleen mod: -7%; IMPase Li inh: 8%[38.3 µM]

Results for Cc1ccc(C)c(-n2c(Cc3cc(=O)[nH]c(=O)[nH]3)nnc2SC(C)C)c1 ?
GAA glycogen mod: 11%; HTT cytoprotect: -9%; HttQ103 aggreg: -7%; GAA inh: -3%[15.4 µM]; RGS12 GoLoco inh: 2%; aGlu spleen mod: -2%; IMPase Li inh: 9%[38.3 µM]

How did Cc1cc(OCC(O)CNC(C)(C)C)ccc1Cl (configuration not stated) do in these assays?
GAA glycogen mod: -8%; HTT cytoprotect: -43%[inhibitor]; HttQ103 aggreg: inconclusive; GAA inh: 0%; RGS12 GoLoco inh: 3%; aGlu spleen mod: -2%; IMPase Li inh: 7%

Results for COc1cc(C2C(C#N)=C(N)Oc3n[nH]c(C)c32)ccc1OC(=O)c1ccccc1 (configuration not stated) ?
GAA glycogen mod: -6%; HTT cytoprotect: -50%[inhibitor]; HttQ103 aggreg: 8%; GAA inh: -4%; RGS12 GoLoco inh: 1%; aGlu spleen mod: -17%; IMPase Li inh: 24%[38.3 µM]

How did CCOC(=O)C1C(C(=O)OC)=C(c2ccc(OC)cc2)c2ccccc2N1S(=O)(=O)C(F)(F)F (configuration not stated) do in these assays?
RGS12 GoLoco inh: 5%; aGlu spleen mod: -11%; IMPase Li inh: 2%

What do the screens show for `O=C(c1cccc(Br)c1)N1CCN(C(=O)N2CCOCC2)CC1`?
GAA glycogen mod: 1%; HTT cytoprotect: 5%[10 µM]; HttQ103 aggreg: -7%; GAA inh: -10%; RGS12 GoLoco inh: 8%; aGlu spleen mod: 1%; IMPase Li inh: -4%

Results for CN(C)CC1CCCCC1C1(O)c2ccccc2CSc2sccc21 (configuration not stated) ?
GAA glycogen mod: -6%; HTT cytoprotect: -41%[1.9 µM]; HttQ103 aggreg: 3%; GAA inh: -10%; RGS12 GoLoco inh: -13%; aGlu spleen mod: 5%; IMPase Li inh: 1%

What do the screens show for `COC(=O)C1C(=O)OC(C)(C)C1C(C)C(=O)c1ccc(C)cc1C` (configuration not stated)?
GAA glycogen mod: 3%; HTT cytoprotect: -18%; HttQ103 aggreg: -31%; GAA inh: -9%; RGS12 GoLoco inh: 10%; aGlu spleen mod: -1%; IMPase Li inh: 15%

What do the screens show for `COc1cc(C2N3CC4(C)CN2CC(C)(C3)C4)ccc1O` (configuration not stated)?
GAA glycogen mod: -1%; HTT cytoprotect: 3%[10 µM]; HttQ103 aggreg: 3%; GAA inh: -7%; RGS12 GoLoco inh: -1%; aGlu spleen mod: -2%; IMPase Li inh: 7%[38.3 µM]

What do the screens show for `O=C(Nc1ccc(Cl)cc1)C1c2cccc[n+]2CC(=O)N1Cc1ccc2c(c1)OCO2` (configuration not stated)?
GAA glycogen mod: -9%; HTT cytoprotect: -32%[inhibitor]; HttQ103 aggreg: 6%; GAA inh: -14%; RGS12 GoLoco inh: 1%; aGlu spleen mod: 4%; IMPase Li inh: -1%

What do the screens show for `CC(=O)N[C@@H](Cc1ccc(O)cc1)C(=O)O`?
HTT cytoprotect: 30%; HttQ103 aggreg: 6%; RGS12 GoLoco inh: 11%; aGlu spleen mod: 4%; IMPase Li inh: 8%
